Compound activity: PubChem, several laboratories
Shn3 3UTR inh: inhibitors of Schnurri-3 3'UTR reporter in osteoblasts | 360,000 tested, 0.52% active | AID 588674 | Clone20 osteoblast Shn3 3'UTR firefly luciferase, 24 h | inhibition, % at 12.5 µM;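 active = mean inhibition of at least 75% with every replicate also reaching 75%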;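 also: 0% = median of neutral control wells and 100% = pilot-screen positive control compound; some compounds past the cut are filed as inactive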
TWEAK Fn14 block: inhibitors of TWEAK-Fn14 interaction signaling; TWEAK-stimulated Fn14 reporter cells, luciferase luminescence, 8 h; AID 1159606; inhibition, % at 10 µM; 360,000 tested, 2% active; in the data active = inhibition above about 50%
TROY NFkB inh: blocks TROY-dependent signaling in reporter cells. Q293 LMP1-TROYcd NF-kB luciferase reporter, 4 h. inhibition, % at 10 µM. 360,000 tested, 0.98% active. AID 1347056;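 active = compounds whose plate-normalised and pattern-corrected inhibition of the luciferase reporter signal at the single screening dose is 50% or more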
NCOA1 inh: human NCOA1 inhibition | HEK293 GAL4-SRC1 luciferase reporter, luminescence | inhibition, % at 3.6 µM | 360,000 tested, 0.12% active | Q15788;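 active = inhibition above the campaign mean plus 3 SD, with each screening campaign given its own cutoff, cut at about 60% in these data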;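 also: 0% = DMSO treated cells and 100% = gossypol at 36 µM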
NCOA3 inh: inhibits human SRC3 coactivator | HEK293 GAL4-SRC3 luciferase reporter, luminescence | inhibition, % at 3.6 µM | 360,000 tested, 0.17% active;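 active = inhibition above a per-campaign cutoff, the mean of all compounds plus 3 SD, cut at about 60% in these data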;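 also: 0% = DMSO-treated cells and 100% = gossypol-treated cells at 36 µM; higher means less SRC3-driven luciferase light from the GAL4 reporter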
KKLEB cytotox: CF airway cell cytotoxicity counter-screen. KKLEB CF airway cells viability, ATPlite luminescence, overnight; active compounds read low; cells stimulated with P. aeruginosa culture filtrate. activity change (cytotoxicity), % at 5 µM. 360,000 tested, 0.36% active;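 active = corrected activity change at or below -50% at 5 µM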
NR5A2 inv ag: suppresses constitutive activity of human LRH-1. O00482. HEK293T StAR-luciferase reporter, LRH-1 transfected, 24 h. inhibition, % at 3.6 µM. 360,000 tested, 0.13% active. AID 602396;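 active = inhibition above the mean inhibition of all tested compounds plus 3 SD, cut at about 73% in these data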;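 also: 0% = DMSO wells and 100% = reporter-only cells lacking LRH-1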
Target sequence (O00482 whole entry, looked up): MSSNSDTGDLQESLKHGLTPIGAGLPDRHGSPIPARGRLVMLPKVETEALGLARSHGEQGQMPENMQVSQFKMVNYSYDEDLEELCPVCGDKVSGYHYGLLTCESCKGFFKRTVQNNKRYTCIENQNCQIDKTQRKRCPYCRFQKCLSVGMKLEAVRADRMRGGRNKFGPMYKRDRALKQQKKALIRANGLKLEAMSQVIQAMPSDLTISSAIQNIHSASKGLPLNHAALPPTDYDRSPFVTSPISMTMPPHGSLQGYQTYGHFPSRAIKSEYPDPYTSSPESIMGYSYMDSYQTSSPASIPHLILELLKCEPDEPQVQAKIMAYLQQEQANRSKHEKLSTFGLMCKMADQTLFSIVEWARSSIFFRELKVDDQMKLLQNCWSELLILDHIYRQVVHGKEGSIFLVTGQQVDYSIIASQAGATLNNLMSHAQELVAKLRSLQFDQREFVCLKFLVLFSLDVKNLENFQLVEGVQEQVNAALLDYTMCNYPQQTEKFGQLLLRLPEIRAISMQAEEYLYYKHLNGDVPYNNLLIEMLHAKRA
CF NFkB inh: cystic fibrosis NF-kB activation inhibition. inhibition, % at 5 µM. KKLEB NF-kB-GFP reporter, PAF-induced, GFP fluorescence overnight. 360,000 tested, 0.86% active;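 active = at least 50% inhibition at 5 µM, scaled per plate between neutral and stimulator controls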;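 also: PAF is a Pseudomonas aeruginosa culture filtrate used as stimulus; plate controls were PAF-stimulated DMSO wells for no effect and unstimulated DMSO wells for full effect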
COUP-TFII inh: blocks human COUP-TFII nuclear receptor; P24468; HEK293T NGFI-A luciferase reporter, luminescence; inhibition, % at 8.6 µM; 370,000 tested, 0.7% active;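 active = inhibition above a per-plate cutoff, mean inhibition of test wells between control levels plus 3 SD, cut at about 38% in these data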;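 also: cells cotransfected with COUP-TFII expression vector driving the NGFI-A reporter; 0% = median of COUP-TF2 test wells and 100% = reporter-only cells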
Target sequence (P24468 whole entry, looked up): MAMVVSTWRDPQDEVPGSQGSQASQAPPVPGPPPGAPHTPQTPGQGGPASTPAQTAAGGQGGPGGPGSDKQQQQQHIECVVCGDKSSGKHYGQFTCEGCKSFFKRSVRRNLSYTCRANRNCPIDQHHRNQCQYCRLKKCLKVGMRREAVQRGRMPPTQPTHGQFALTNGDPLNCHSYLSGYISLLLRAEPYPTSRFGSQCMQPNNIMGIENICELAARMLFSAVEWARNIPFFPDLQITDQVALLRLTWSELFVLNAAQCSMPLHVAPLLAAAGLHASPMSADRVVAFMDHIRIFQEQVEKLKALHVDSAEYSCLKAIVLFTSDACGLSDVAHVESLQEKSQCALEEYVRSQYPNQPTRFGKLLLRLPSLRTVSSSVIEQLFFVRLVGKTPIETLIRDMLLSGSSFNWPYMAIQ
EBV LMP1 NFkB: reduces LMP1-driven NF-kappaB luciferase signal. LMP1-induced NF-kappaB luciferase reporter cells, luminescence. inhibition, % at 12.5 µM. 350,000 tested, 0.69% active; in the data active = inhibition above about 41%;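 also: 0% = neutral control wells and 100% = reference inhibitor control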
C8 TRAIL sens: sensitizes caspase-8 expressing cells to TRAIL; AID 624354; NB7+C8 cells + TRAIL, ATPlite viability luminescence; inhibition (viability loss, TRAIL sensitization), % at 10 µM; 360,000 tested, 1% active;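 active = compounds causing at least 50% loss of cell viability in the single-dose screen, relative to plate controls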
Active calls of the source: *; . = not tested or not shown.

item	Structure	Shn3 3UTR inh	TWEAK Fn14 block	TROY NFkB inh	NCOA1 inh	NCOA3 inh	KKLEB cytotox
1	COc1ncnc2c1ncn2CCCNCCN1CCOCC1	-11	2	-4	-9	-42	-7
2	COc1ccc(Cl)cc1S(=O)(=O)N1CCCC(C(=O)N2CCOCC2)C1 (stereo not drawn)	-20	0	-16	22	5	0
3	Cc1cc2c(OCC(O)CNCc3ccco3)cccc2[nH]1 (stereo not drawn)	2	16	4	28	2	0
4	COC(=O)COc1nc(C)c2c(c1C#N)CC(C)(C)OC2	4	-15	23	-23	4	2
5	COc1cccc2c(Nc3ccccc3C)cc(C)nc12	46	0	22	-53	-10	-7
6	Cc1cc(N2CCN(S(=O)(=O)c3ccccc3)CC2)c2ccccc2n1	21	1	13	5	22	-4
7	COc1ccccc1NC(=O)CCc1nnc2ccc(N3CCCCC3)nn12	1	-11	-22	6	14	8
8	COc1ccc(N(CC(=O)Nc2ccc(S(=O)(=O)N3CCCCC3)cc2)S(C)(=O)=O)cc1OC	25	3	6	-5	-1	-5
9	Clc1cc(NCc2cccs2)ccc1N1CCOCC1	-7	-16	7	-34	-31	0
10	CC1=C(C(=O)Nc2ccc(C(=O)NCCC(C)C)cc2)SCCO1	-2	-10	-19	-11	-21	-18
11	CN(C)NC(=S)Nc1ccc2nc(-c3ccccn3)c(-c3ccccn3)nc2c1	17	10	5	-9	-5	5
12	O=C(CSc1nc(-c2ccccc2)nn1C(=O)c1ccccc1)Nc1cccc([N+](=O)[O-])c1	13	7	7	3	-12	0
13	COc1ccc(Nc2ccc(Cl)nn2)cc1	-16	-13	-25	-22	-6	15
14	COCCN(C(=O)COC(=O)CSc1ccccc1)c1c(N)n(Cc2ccccc2)c(=O)[nH]c1=O	-6	1	-13	7	17	10
15	C=CCNC(=O)CN1CCC(O)(c2ccc(F)cc2)CC1	-34	-6	-8	-10	11	7

item	NR5A2 inv ag	CF NFkB inh	COUP-TFII inh	EBV LMP1 NFkB	C8 TRAIL sens
1	1	-1	-8	-1	-14
2	-1	5	-10	-4	-6
3	11	4	9	-2	-1
4	-19	2	-11	0	-16
5	-8	-8	-3	-3	-8
6	11	5	-16	10	-3
7	-26	22	5	2	-21
8	-20	7	4	3	3
9	-44	-5	-13	-18	1
10	-15	16	-8	-2	15
11	-2	-2	-9	-5	4
12	3	-3	14	2	8
13	-7	-28	-27	-11	-4
14	16	-39	25	3	-5
15	18	-7	2	3	-43

Rewritten as a markdown table: part of the list above
| # | SMILES | Shn3 3UTR inh | TWEAK Fn14 block | TROY NFkB inh | NCOA1 inh | NCOA3 inh | KKLEB cytotox | NR5A2 inv ag | CF NFkB inh | COUP-TFII inh | EBV LMP1 NFkB | C8 TRAIL sens |
| --- | --- | --- | --- | --- | --- | --- | --- | --- | --- | --- | --- | --- |
| 4 | COC(=O)COc1nc(C)c2c(c1C#N)CC(C)(C)OC2 | 4 | -15 | 23 | -23 | 4 | 2 | -19 | 2 | -11 | 0 | -16 |
| 13 | COc1ccc(Nc2ccc(Cl)nn2)cc1 | -16 | -13 | -25 | -22 | -6 | 15 | -7 | -28 | -27 | -11 | -4 |
| 1 | COc1ncnc2c1ncn2CCCNCCN1CCOCC1 | -11 | 2 | -4 | -9 | -42 | -7 | 1 | -1 | -8 | -1 | -14 |
| 6 | Cc1cc(N2CCN(S(=O)(=O)c3ccccc3)CC2)c2ccccc2n1 | 21 | 1 | 13 | 5 | 22 | -4 | 11 | 5 | -16 | 10 | -3 |
| 3 | Cc1cc2c(OCC(O)CNCc3ccco3)cccc2[nH]1 (stereo not drawn) | 2 | 16 | 4 | 28 | 2 | 0 | 11 | 4 | 9 | -2 | -1 |
| 10 | CC1=C(C(=O)Nc2ccc(C(=O)NCCC(C)C)cc2)SCCO1 | -2 | -10 | -19 | -11 | -21 | -18 | -15 | 16 | -8 | -2 | 15 |
| 5 | COc1cccc2c(Nc3ccccc3C)cc(C)nc12 | 46 | 0 | 22 | -53 | -10 | -7 | -8 | -8 | -3 | -3 | -8 |

Following part:
item	Structure	Shn3 3UTR inh	TWEAK Fn14 block	TROY NFkB inh	NCOA1 inh	NCOA3 inh	KKLEB cytotox
16	CC(C)CCN1CCC(CN2C(=O)C(=O)NC[C@@H]2Cc2ccccc2)CC1	4	-5	-8	-14	-8	25
17	C=CCn1c(C)nc2c(cnn2-c2ccccc2)c1=O	-10	-9	7	-18	-7	6
18	COCCNc1nc2cc(-c3ccccc3C)sc2c(=O)n1C	-19	-10	-35	4	-16	1
19	CC(C(=O)N1CCOCC1)(c1ccccc1)c1ccccc1	3	13	8	4	15	-23
20	CCCCn1c(N)c(N(CC(C)C)C(=O)CC(NC(=O)c2ccccc2Cl)c2ccccc2)c(=O)[nH]c1=O (stereo not drawn)	2	6	-8	-2	2	7
21	COC(=O)[C@H]1C[C@@H]1[C@H](NC(=O)c1cc(C)on1)c1ccccc1	3	-1	2	10	-4	7
22	C[C@H](CO)N1C[C@H](C)[C@H](CN(C)C(=O)c2ccc(N3CCN(C)CC3)cc2)OCc2cnnn2CCCC1=O	-12	-8	1	-8	-7	-10
23	CCCCNC(=O)/C(C#N)=C/c1ccc(C(=O)OC)cc1	48	3	-8	-7	22	-10
24	O=c1c(-c2ccccc2)cnc2n1CCS2	-14	26	11	-19	11	-3
25	COC(=O)[C@@]12CCCN1[C@H](c1ccc(-c3ccc4c(c3)OCO4)c(OC)c1)[C@H]1C(=O)N(C)C(=O)[C@H]12	22	4	-7	4	9	1
26	CC(SCc1ccccc1)C(=O)Nc1ccc(F)cc1 (stereo not drawn)	7	-1	4	-35	12	10
27	N#CCCn1cc(C(=O)O)c(-c2cccs2)n1	4	3	-4	-4	-9	-1
28	CC(=O)c1cc(C#N)c(Oc2cccc(C(F)(F)F)c2)nc1C	-10	-15	-27	-21	-19	-2
29	Cn1cccc1/C=N/n1c(-c2ccccc2)n[nH]c1=S	-18	20	17	14	20	14
30	Cc1cc(C)n(-c2cc(N3CCN(S(=O)(=O)c4ccc(C)c(C)c4)CC3)ccc2[N+](=O)[O-])n1	20	-6	14	-17	18	-9

item	NR5A2 inv ag	CF NFkB inh	COUP-TFII inh	EBV LMP1 NFkB	C8 TRAIL sens
16	18	-10	8	-1	-2
17	-23	2	3	-3	-5
18	6	-11	2	.	-9
19	21	9	.	-1	-9
20	11	-1	4	6	-13
21	5	-7	8	-12	11
22	3	4	-4	-1	-8
23	6	2	.	-1	-4
24	2	2	-9	-27	-1
25	23	-15	8	30	-18
26	-3	6	0	-9	-12
27	4	6	-3	-4	-2
28	12	3	-13	-7	-5
29	14	-16	3	-6	4
30	-3	23	4	9	12

The list continues.
item	Structure	Shn3 3UTR inh	TWEAK Fn14 block	TROY NFkB inh	NCOA1 inh	NCOA3 inh	KKLEB cytotox
31	CC(C)(C)c1nnc(NS(C)(=O)=O)s1	-7	6	6	11	-6	3
32	COc1cccc(OCCNc2cc(Cl)ccc2[N+](=O)[O-])c1	6	-31	-74	-10	-41	-5
33	CC(C)(C)C(=O)Nc1ccc(C(=O)COC(=O)c2ccccn2)cc1	-11	-4	-7	-18	4	8
34	O=C(/C=C/c1cc2c(cc1Br)OCO2)NCc1ccc(F)cc1	9	-12	3	-4	-6	-17
35	CC(=O)C(/C=N/c1ncc(C(F)(F)F)cc1Cl)=C(\C)O	-1	-1	2	0	-8	1
36	NC(=S)Nc1cccc(-c2n[nH]c(=S)o2)c1	7	-14	8	-10	13	-2
37	CC1(C(=O)O)CCC(C(=O)Nc2ccc(F)cc2)C1(C)C (stereo not drawn)	-1	-4	10	-5	-8	-6
38	CCc1cccc(C)c1NC(=O)COC(=O)CC1CCCC1	15	0	3	-6	-3	6
39	CC1CN(Cc2cc(=O)[nH]c(C3CC3)n2)CC(C)O1 (stereo not drawn)	-12	2	1	1	6	-1
40	Oc1cccc(C=NN=C2c3ccccc3-c3ccccc32)c1	-13	-1	-71	-11	-46	19
41	C1=C(c2ccccc2)CCN(c2ncnc3nc[nH]c23)C1	-6	2	-12	-35	-30	-16
42	CC(C)(C)n1ncc2c(=O)n(CC(=O)c3ccc(Cl)cc3)cnc21	-89	-21	-41	-92	-112	-6
43	CC1Cc2ccccc2N1CC(=O)Nc1ccc2c(c1)OCCCO2 (stereo not drawn)	-4	-9	6	-6	10	15
44	CCCCCc1nc2sc3c(c2c(=O)n1N)CCC3	-17	-16	-9	-16	0	-4
45	O=C(NCCN1CCOCC1)c1ccc(=O)n(Cc2ccc(Cl)cc2)c1	-8	-16	-23	-8	-12	5

item	NR5A2 inv ag	CF NFkB inh	COUP-TFII inh	EBV LMP1 NFkB	C8 TRAIL sens
31	13	-23	-20	-4	-36
32	-41	-4	-10	-16	10
33	12	-14	9	4	-4
34	11	19	-17	-1	-6
35	21	-10	-20	-2	1
36	2	1	-4	0	-14
37	14	10	2	-2	-11
38	-5	-25	-17	0	-10
39	17	4	3	1	-8
40	-23	-32	-1	-4	1
41	-32	3	3	5	1
42	-199	5	-21	-26	8
43	-11	33	-20	-3	3
44	-8	2	-21	5	36
45	1	6	-6	-3	-2

(continued)
item	Structure	Shn3 3UTR inh	TWEAK Fn14 block	TROY NFkB inh	NCOA1 inh	NCOA3 inh	KKLEB cytotox
46	Cc1nc2c(C)cccn2c1/C(O)=C1\C(=O)C(=O)N(CCN(C)C)C1c1ccco1 (stereo not drawn)	-22	0	-7	10	19	3
47	CCCCN1CNC(=S)N(c2ccccc2OCC)C1	5	-3	-6	-13	13	8
48	O=C(Nc1ccc2c(c1)OCO2)C1Cc2c(-c3ccccc3Oc3ccccc3)ccnc2O1 (stereo not drawn)	26	46	19	11	8	4
49	CCn1ncc(/C=N\NC(=O)c2cc(-c3ccc(C)cc3C)nc3ccccc23)c1C	-2	17	25	-6	10	-4
50	Cc1ccc(NC(=O)CN2CCC(NC(=O)c3cccc(F)c3)CC2)cc1C	25	-3	-24	2	7	1
51	CC(C)=C1Cc2ccccc2C1=O	7	8	15	-10	-2	4
52	Cc1nc(Nc2nc3c(c(=O)[nH]2)CCC3)nc2ccccc12	-22	69*	-36	-4	-15	-3
53	CC(C)(C)C1=NN=C2c3ccccc3C(=O)C21 (stereo not drawn)	6	0	-7	7	0	0
54	COc1cccc(NC(=O)/C=C/c2ccco2)c1	-57	-5	-24	-101	-66	0
55	COc1cccc(CNCCOCCO)c1OC	-4	12	21	-1	-2	3
56	CC1=C(C)CC(C(=O)Nc2ccc3c(c2)OCO3)C(C(=O)O)C1 (stereo not drawn)	-19	19	-34	4	-7	9

item	NR5A2 inv ag	CF NFkB inh	COUP-TFII inh	EBV LMP1 NFkB	C8 TRAIL sens
46	-1	-4	2	1	2
47	17	-1	11	7	-2
48	-5	13	31	.	6
49	46	0	12	-16	17
50	-5	-4	10	-7	0
51	11	-7	17	-4	-8
52	-30	65*	.	-20	11
53	-3	5	-6	-2	7
54	-128	0	-13	-31	6
55	-10	-1	-3	-9	-23
56	-21	-16	2	-1	-4

Only part of the results is shown; the hit share may differ from the screen's.
